MazEF act = activators of E. coli MazEF toxin-antitoxin RNase | P0AE70 | FAM/BHQ RNA-DNA oligo cleavage fluorescence, 5 h | activation, % at 20 µM | 350,000 compounds, 0.32% hits; in the data active = activation above about 50%
Target sequence (P0AE70 whole entry, looked up): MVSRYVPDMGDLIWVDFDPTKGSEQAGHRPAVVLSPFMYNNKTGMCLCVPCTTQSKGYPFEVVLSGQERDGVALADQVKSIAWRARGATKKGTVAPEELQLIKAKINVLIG
3CLpro inhibitor = SARS-CoV 3CLpro protease inhibition. P0C6X7. 290,000 compounds, 0.14% hits. recombinant SARS-CoV 3CLpro, quenched FRET peptide cleavage. inhibition, % at 6 µM; in the data active = inhibition above about 12%
Rv3671c protease = inhibits the M. tuberculosis serine protease Rv3671c; P9WHR9; inhibition, % at 5.96 µM; 320,000 compounds, 0.048% hits; AID 2606; in the data active = inhibition above about 38%;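 note: extracellular domain of Rv3671c used as enzyme; 0% = enzyme with DMSO and 100% = no enzyme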
Target sequence (P9WHR9 whole entry, looked up, the tested form may be a part): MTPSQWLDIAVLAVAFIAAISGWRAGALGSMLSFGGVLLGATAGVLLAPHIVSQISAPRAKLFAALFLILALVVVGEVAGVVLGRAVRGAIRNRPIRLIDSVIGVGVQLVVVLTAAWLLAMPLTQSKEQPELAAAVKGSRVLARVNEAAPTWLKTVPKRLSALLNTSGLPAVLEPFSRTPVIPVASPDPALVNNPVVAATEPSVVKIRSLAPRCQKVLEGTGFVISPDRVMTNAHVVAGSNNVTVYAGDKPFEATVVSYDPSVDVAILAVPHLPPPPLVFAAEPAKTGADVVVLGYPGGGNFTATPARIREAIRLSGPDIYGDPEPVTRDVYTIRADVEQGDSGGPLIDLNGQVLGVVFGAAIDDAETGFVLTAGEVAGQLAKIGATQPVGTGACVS
TcdB inh = inhibitors of Clostridioides difficile toxin B glycohydrolase | P18177 | TcdB glycohydrolase enzymatic assay, plate reader | inhibition, % at 9.99 µM | 350,000 compounds, 0.24% hits | AID 652162; in the data active = inhibition above about 10%
Anthrax LF inh2 = blocks Bacillus anthracis lethal factor protease; P15917; 360,000 compounds, 0.12% hits; inhibition, % at 10 µM; multiplex microsphere protease cleavage assay, LF; in the data active = inhibition above about 30%; inconclusive = no clear call, values can overlap the other calls; note: plate controls were buffer without enzyme for full effect and enzyme alone for no effect
PriA SSB inh = K. pneumoniae PriA-SSBct interaction inhibition; inhibition, % at 33 µM; 430,000 compounds, 0.6% hits; AlphaScreen SSBct-PriA binding, biotinylated peptide; in the data active = inhibition mostly above about 37%, no sharp cut-off; inactive = mostly below about 20%;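 note: plate controls were negative control peptide for no effect and reference peptide for full effect; strong numbers were not always called active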
Vc quorum ag = inducers of Vibrio cholerae quorum light production without autoinducers. V. cholerae BH1578 lux reporter, luminescence, 6 h. activation, % at 18.7 µM. 350,000 compounds, 0.16% hits. AID 588436; in the data active = activation mostly above about 9.7%, no sharp cut-off; inconclusive = no clear call, values can overlap the other calls; inactive = mostly below about 3.7%; note: not every result past the cut was called active; inactives centre near 0; reference of the scale not given here
Y pestis TopoI = Y. pestis Topo-I inhibition via cleavage products; activity, % at 10 µM; AID 504884; 360,000 compounds, 0.064% hits; Y. pestis Topo-I cleavage product accumulation, plate reader; in the data active = activity above about 50%, passing the limit was not always enough; inconclusive = no clear call, values can overlap the other calls; note: inactives centre near 2
DUSP3 inh = DUSP3 (human) phosphatase inhibition; recombinant VHR phosphatase, pNPP absorbance; 290,000 compounds, 0.52% hits; P51452; inhibition, % at 13.3 µM; AID 1654; in the data active = inhibition above about 50%; note: some compounds called inactive have numbers as strong as hits
Target sequence (P51452 whole entry, looked up): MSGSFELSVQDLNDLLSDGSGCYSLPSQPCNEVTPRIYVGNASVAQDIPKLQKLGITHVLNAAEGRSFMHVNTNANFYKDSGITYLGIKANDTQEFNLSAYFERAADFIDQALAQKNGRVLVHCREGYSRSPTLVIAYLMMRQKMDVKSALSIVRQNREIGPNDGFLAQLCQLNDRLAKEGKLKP
PfHsp40 yeast = restores yeast growth despite PfHsp40 toxicity. S. cerevisiae expressing PfHsp40, growth rescue, ATP luminescence. growth rescue, % at 12.5 µM. 340,000 compounds, 0.68% hits; in the data active = growth rescue above about 28%, passing the limit was not always enough; inconclusive = no clear call, values can overlap the other calls;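 note: yeast W303a lacking pdr1 and pdr3 grown in galactose medium; growth measured after three days at 30 °C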
Active calls of the source: *; i = inactive; ? = inconclusive; nt = not tested or not shown. The list is partial; count on the stated rates, not on these rows.

SMILES	MazEF act	3CLpro inhibitor	Rv3671c protease	TcdB inh	Anthrax LF inh2	PriA SSB inh	Vc quorum ag	Y pestis TopoI	DUSP3 inh	PfHsp40 yeast
CC(C)Oc1ccc(CSC(=N)N)cc1	10	2	-1	nt	-3	-11	-0.2	-13	20	0.3
COC(=O)c1ccc(C2c3[nH]c4ccccc4c3C[C@H]3C(=O)N(C4CCN(Cc5ccccc5)CC4)CC(=O)N23)cc1 (stereo not given in full)	-26	1	1	0.0	9	12	i	31	-10	2.1
COc1ccc(CNC(=O)c2cccc(NC(=O)CC3SC(N4CCCCC4)=NC3=O)c2)cc1 (stereo not given)	4	nt	1	0.2	-4	-12	i	36	nt	2.1
CC(C)(C)c1ccccc1NC(=S)NC1CCCC1	3	-7	0	-0.4	-2	-4	-0.4	7	6	-0.4
C[C@@H](CN=[N+]=[N-])CN1CC[C@H](NC(=O)OCc2ccccc2)CCC1=O	5	-3	-12	0.5	0	-6	-0.6	-12	13	-1.1
CCOC(=O)c1ccccc1N/C=C/C(=O)c1cccs1	-3	-4	-9	-0.1	3	nt	i	3	5	-2.0
CC(=O)c1ccc(N(CC(=O)NC2CCCC2)C(=O)CCC(=O)Nc2cc(C)on2)cc1	5	-1	0	0.3	0	5	-0.2	3	-9	-0.8
CCOc1ccc(CC(=O)NC2CCN(Cc3ccccc3)CC2)cc1	5	-1	-7	0.2	0	-13	-0.4	2	51*	0.3
CCOc1ccccc1CN1CCN(CC2=Cc3cc(OC)ccc3OC2)CC1CCO (stereo not given)	7	3	4	0.9	-3	25	i	19	4	-1.5
Cc1cccc(N2CCN(Cc3nc(CC4CC4)no3)CC2)n1	14	1	11	-1.7	-1	-16	-0.3	-1	21	-0.8
Cc1ccnn1CC(=O)N/N=C/c1ccco1	0	2	0	nt	-10	nt	nt	9	48	-1.1
CCc1ccccc1NC(=O)CCc1nc(-c2cccs2)no1	-3	-1	-6	-0.4	1	-26	i	-3	-8	-0.3
O=C(COC(=O)c1ccc2ccccc2n1)c1ccc(F)cc1	-4	0	8	0.4	0	-10	-0.3	-1	29	0.6
Cc1ccc(-n2c(SCc3ccc(C(=O)O)cc3)nnc2-c2ccncc2)cc1	1	6	6	-0.2	3	3	0.5	-1	29	-0.7
N#CNc1nc(O)cc(=O)[nH]1	-6	1	0	nt	-12	-10	-0.5	6	40	-1.4
CCCOc1ccc2[nH]cc(C(=O)O)c(=O)c2c1	-6	2	6	-8.5	-1	2	-0.2	1	-8	-1.3
CCOC(=O)C1CCN(C(=S)Nc2ccc(Cl)cc2C)CC1	-2	-2	8	0.0	-2	-8	-0.3	2	24	0.4
Cc1nn2c(CN(C(=O)c3ccco3)c3ccccc3)nnc2c2ccccc12	0	0	nt	nt	-1	-12	i	12	nt	1.5
O=C(Nc1cccc(S(=O)(=O)NCc2ccco2)c1)c1cc(-c2ccccc2)nc2ccccc12	-11	5	-46	0.7	-3	5	-0.2	-4	5	0.4
CCc1ccc(C2=C/C(=C/c3cccnc3)C(=O)O2)cc1	1	8	-1	-0.3	0	-5	-1.4	5	-2	-0.2

A run of entries from further up:
SMILES	MazEF act	3CLpro inhibitor	Rv3671c protease	TcdB inh	Anthrax LF inh2	PriA SSB inh	Vc quorum ag	Y pestis TopoI	DUSP3 inh	PfHsp40 yeast
Cc1nn2c(CN(C(=O)c3ccco3)c3ccccc3)nnc2c2ccccc12	0	0	nt	nt	-1	-12	i	12	nt	1.5
O=C(Nc1cccc(S(=O)(=O)NCc2ccco2)c1)c1cc(-c2ccccc2)nc2ccccc12	-11	5	-46	0.7	-3	5	-0.2	-4	5	0.4
CCc1ccc(C2=C/C(=C/c3cccnc3)C(=O)O2)cc1	1	8	-1	-0.3	0	-5	-1.4	5	-2	-0.2

Continued:
SMILES	MazEF act	3CLpro inhibitor	Rv3671c protease	TcdB inh	Anthrax LF inh2	PriA SSB inh	Vc quorum ag	Y pestis TopoI	DUSP3 inh	PfHsp40 yeast
Cc1cc(C)c2c(=O)[nH]c(SCC(=O)Nc3ccc(N(C)C)cc3)nc2n1	13	1	11	nt	0	-1	1.8	5	-16	-0.3
CC1=NN(c2ccc(S(=O)(=O)O)cc2Cl)C(=O)C1	4	2	-3	1.3	-7	-12	-0.4	-1	16	-0.8
Cc1nc2cc(NCc3ccc(Cl)cc3)ccc2n1C	4	2	4	-2.5	-11	7	i	10	-1	2.5
COc1ccc(C(=O)Oc2cc(/C=N/NC(N)=S)ccc2OC)cc1	10	-8	0	nt	4	nt	i	1	27	-0.1
O=C1CCC/C(=N\NC(=O)c2ccc(NS(=O)(=O)c3ccc(Br)cc3)cc2)C1	-1	7	-9	nt	0	nt	-0.1	0	-2	-0.9
Cc1ccc(C(=O)NC(=S)NCCCN2CCOCC2)cc1	1	-2	-1	0.8	2	0	6.2	1	-19	1.1
COc1ccccc1-n1c(SCC(=O)Nc2ccc(Cl)cc2)nc(O)c(Cc2ccccc2)c1=O	1	nt	nt	2.4	-7	nt	0.9	-2	nt	nt
CC1(c2ccc3c(c2)OCCO3)NC(=O)N(CC(=O)Nc2ccccc2F)C1=O (stereo not given)	-6	nt	nt	0.7	-4	-5	6.2	-6	nt	-0.2
COc1ccc(OC)c(NC(=O)c2sc3nc(Cc4ccccc4)cc(C(F)(F)F)c3c2N)c1	0	1	-4	nt	1	-2	-0.2	3	21	0.1
O=c1c2cc(NC(=S)N3CCCCCC3)ccc2nc2n1CCCCC2	2	1	-8	1.9	-4	1	-2.8	-9	18	-0.5
CC(C)c1ccc(/C=C2\SC(=S)N(CCC(=O)NCCCn3ccnc3)C2=O)cc1	-3	5	-2	-0.5	-2	7	i	42	-20	0.6
Cc1cc(Cl)ccc1NC(=O)C1CCCN1C(=O)c1cccs1 (stereo not given)	-4	-1	-9	-0.6	-1	0	-0.4	-3	2	-0.5
CCOC(=O)n1c(SCC(N)=O)nc2ccccc21	7	5	2	nt	-2	-8	nt	13	12	1.1
COc1ccc(C(C)=O)cc1CC1(C)C(=O)Nc2ccc(OC(F)(F)F)cc21 (stereo not given)	nt	nt	nt	1.9	0	nt	-0.8	16	nt	nt
COc1cccc(CNC(=O)c2cc(C)nc3ccccc23)c1	3	-2	3	0.3	11	-7	-0.2	-4	40	1.5
Cc1cccc(-n2c(=S)[nH]c3ccccc3c2=O)n1	6	0	-11	0.4	-4	-10	-0.3	-3	28	0.0
O=c1c2ccc(Cl)cc2[nH]c(=S)n1CCC1=CCCCC1	0	-5	-8	nt	3	5	-2.0	-4	-9	-1.1
CC(=O)Nc1cncc(-c2cccc(C(=O)N(C)C)c2)n1	nt	nt	nt	-0.2	-9	nt	i	3	nt	nt
CN=C(C)/C(C(=O)OC)=C(/O)c1ccccc1F	2	3	0	2.9	7	nt	-0.4	-8	5	-1.7
O=C(CNc1cc(S(=O)(=O)N2CCOCC2)ccc1N1CCOCC1)Nc1cccc(C(F)(F)F)c1	7	nt	-6	-0.1	-3	-3	i	-5	nt	1.8

4 entries from above, as labelled records.
COc1ccc(C(C)=O)cc1CC1(C)C(=O)Nc2ccc(OC(F)(F)F)cc21 (stereo not given)
  MazEF act: nt	3CLpro inhibitor: nt	Rv3671c protease: nt	TcdB inh: 1.9	Anthrax LF inh2: 0	PriA SSB inh: nt	Vc quorum ag: -0.8	Y pestis TopoI: 16	DUSP3 inh: nt	PfHsp40 yeast: nt
COc1cccc(CNC(=O)c2cc(C)nc3ccccc23)c1
  MazEF act: 3	3CLpro inhibitor: -2	Rv3671c protease: 3	TcdB inh: 0.3	Anthrax LF inh2: 11	PriA SSB inh: -7	Vc quorum ag: -0.2	Y pestis TopoI: -4	DUSP3 inh: 40	PfHsp40 yeast: 1.5
Cc1cccc(-n2c(=S)[nH]c3ccccc3c2=O)n1
  MazEF act: 6	3CLpro inhibitor: 0	Rv3671c protease: -11	TcdB inh: 0.4	Anthrax LF inh2: -4	PriA SSB inh: -10	Vc quorum ag: -0.3	Y pestis TopoI: -3	DUSP3 inh: 28	PfHsp40 yeast: 0.0
O=c1c2ccc(Cl)cc2[nH]c(=S)n1CCC1=CCCCC1
  MazEF act: 0	3CLpro inhibitor: -5	Rv3671c protease: -8	TcdB inh: nt	Anthrax LF inh2: 3	PriA SSB inh: 5	Vc quorum ag: -2.0	Y pestis TopoI: -4	DUSP3 inh: -9	PfHsp40 yeast: -1.1

(cont.)
SMILES	MazEF act	3CLpro inhibitor	Rv3671c protease	TcdB inh	Anthrax LF inh2	PriA SSB inh	Vc quorum ag	Y pestis TopoI	DUSP3 inh	PfHsp40 yeast
CSc1ccc(/C=C(\C#N)C(=O)NC2CCCCC2)cc1	9	4	-8	nt	-1	-3	-0.2	20	-2	0.8
Cc1c(C(=O)N2CC(C)OC(C)C2)[nH]c2ccc(Br)cc12 (stereo not given)	9	-2	nt	0.1	-2	12	i	-3	-5	2.2
COc1ccccc1NC(=S)N1CCN(c2ccccn2)CC1	-1	3	2	nt	1	-1	-0.2	0	5	0.8
CCN1CCN(C(=O)c2nn(-c3ccc(C)cc3)c(=O)c3c2c2ccccc2n3C)CC1	0	1	2	nt	1	-11	i	5	0	-0.4
N/C(=N\OC(=O)c1ccc(Cl)cc1Cl)c1ccccn1	8	-4	-1	nt	0	nt	i	0	6	-1.8
CCN(CC)C(=O)CN(c1cc(Cl)ccc1OC)S(C)(=O)=O	-11	-2	-2	nt	1	-1	-6.5	-1	18	0.7
CC(=O)NCCN1C(=O)S/C(=C\c2cccs2)C1=O	-19	4	9	-1.1	0	-12	-0.3	-1	13	3.1
Cc1nn(Cc2ccccc2)c(C)c1C(=O)OCC(=O)NCc1ccco1	-218	-2	0	nt	-4	0	3.1	0	6	0.2
OCCC1CN(Cc2cc3ccccc3o2)CCN1Cc1ccc(F)cc1 (stereo not given)	0	2	4	1.0	-8	-6	-0.3	1	-3	0.5
CN(C)c1ccc(C(=O)Nc2nnc(C3=COCCO3)o2)cc1	0	4	-8	-0.4	-2	-6	0.2	2	11	-0.7
COc1ccc(CN2C[C@@H](CO)O[C@@H](n3cnc4c(N5CCN(C)CC5)ncnc43)C2)cc1	nt	nt	nt	0.7	-2	nt	i	0	nt	nt
C=CCn1c(O)c(C(C)=NC2CC2)c(=O)[nH]c1=O	-6	-1	2	nt	3	-13	1.3	8	26	-1.2
N#C/C(=C\c1ccc(-c2ccc(S(=O)(=O)N3CCOCC3)cc2)o1)C(=O)NC1CC1	-38	1	-4	nt	0	14	-1.9	8	-13	0.0
Cn1ccnc1SCC(=O)Nc1ccc(Br)cc1C(F)(F)F	3	-1	-4	nt	-2	0	-4.5	5	-2	-0.7
COc1ccc2nc(/N=C/c3cccc(OC)c3O)sc2c1	6	1	-5	-1.0	-2	nt	0.6	-5	21	-0.1
C=CCn1c(=O)c2ccc(C(=O)NCc3ccccc3)cc2n(Cc2ccc(Cl)cc2)c1=O	-19	-1	0	1.6	-1	2	-0.4	7	-1	-1.2
COc1ccccc1NC(=O)NCc1nc(-c2ccc(C(F)(F)F)cc2)no1	7	-1	-5	-0.3	nt	-18	i	-7	12	0.2
COC(=O)c1cc2ccsc2n1Cc1nc(-c2ccc(OC)cc2)oc1C	-9	-1	-17	0.5	-6	-2	-0.4	14	13	?

Reprinted at random: four compounds from above
SMILES	MazEF act	3CLpro inhibitor	Rv3671c protease	TcdB inh	Anthrax LF inh2	PriA SSB inh	Vc quorum ag	Y pestis TopoI	DUSP3 inh	PfHsp40 yeast
N#C/C(=C\c1ccc(-c2ccc(S(=O)(=O)N3CCOCC3)cc2)o1)C(=O)NC1CC1	-38	1	-4	nt	0	14	-1.9	8	-13	0.0
COc1ccccc1NC(=O)NCc1nc(-c2ccc(C(F)(F)F)cc2)no1	7	-1	-5	-0.3	nt	-18	i	-7	12	0.2
COc1ccc2nc(/N=C/c3cccc(OC)c3O)sc2c1	6	1	-5	-1.0	-2	nt	0.6	-5	21	-0.1
COC(=O)c1cc2ccsc2n1Cc1nc(-c2ccc(OC)cc2)oc1C	-9	-1	-17	0.5	-6	-2	-0.4	14	13	?

Compound activity: PubChem BioAssay, several laboratories
